Screening data: PubChem BioAssay, several laboratories
MDM2 E3 inh: inhibitors of human Mdm2 E3 ubiquitin ligase | Q00987 | cell-based MDM2 ubiquitination luciferase reporter, 2 h; 0 = plate control, 100 = twice control, blank-subtracted | signal enhancement, % at 5 µM | 210,000 compounds, 0.11% hits | AID 1230;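 active = signal enhancement of 30% or more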;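 also: luminescence tracks abundance of the self-degrading MDM2-luciferase fusion protein; higher signal means inhibition of MDM2 E3 ligase activity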
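System: stable MDM2–luciferase fusion reporter cells / Input: 2000 cells seeded into each well / Schedule: 4 h settle plus 2 h compound, 37 °C / Compound: single-point 5 µM / Buffer or medium: cells held in DMEM / Benchmarks: control and blank well means / Evaluation: percent signal gain over controls, blank-subtracted / Measured by: luciferase luminescence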
Runt-SMMHC FRET: Runt domain-CBFb-SMMHC interaction inhibition | Q01196+Q13951 | Cerulean-Runt/Venus-CBFb-SMMHC FRET ratio 530/480, 1 h | inhibition, % at 20 µM | 220,000 compounds, 0.74% hits | AID 1434;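 active = mean inhibition across duplicate retests at 20 µM reaching about 50%, limit read from the data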;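 also: 0% = DMSO wells and 100% = wells with excess untagged CBFb-SMMHC; inhibitors lower the FRET ratio by blocking Runt binding to CBFb-SMMHC; some results filed as inactive read as strong as hits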
Target sequence (Q01196 whole entry, looked up, the tested form may be a part): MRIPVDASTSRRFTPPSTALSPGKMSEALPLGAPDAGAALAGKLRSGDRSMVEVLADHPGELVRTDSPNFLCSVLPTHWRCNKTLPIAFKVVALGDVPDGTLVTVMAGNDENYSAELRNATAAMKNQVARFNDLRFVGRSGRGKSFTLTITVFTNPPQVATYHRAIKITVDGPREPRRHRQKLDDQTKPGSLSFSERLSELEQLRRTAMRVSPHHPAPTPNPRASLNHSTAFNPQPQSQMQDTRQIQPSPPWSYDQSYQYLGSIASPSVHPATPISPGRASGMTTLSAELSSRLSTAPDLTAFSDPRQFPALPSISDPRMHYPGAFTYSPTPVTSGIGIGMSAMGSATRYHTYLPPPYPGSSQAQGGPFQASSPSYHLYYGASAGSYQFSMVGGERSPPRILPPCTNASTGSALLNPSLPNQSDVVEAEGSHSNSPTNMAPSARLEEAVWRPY
Target sequence (Q13951 whole entry, looked up, the tested form may be a part): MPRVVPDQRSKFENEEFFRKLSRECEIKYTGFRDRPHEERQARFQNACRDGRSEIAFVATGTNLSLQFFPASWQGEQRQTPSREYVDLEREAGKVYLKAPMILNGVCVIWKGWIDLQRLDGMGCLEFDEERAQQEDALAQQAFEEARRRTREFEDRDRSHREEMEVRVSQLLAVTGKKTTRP
Runt-CBFb FRET: inhibitors of human RUNX1 Runt domain binding to CBFb. Q01196+Q13951. Cerulean-Runt/Venus-CBFb FRET ratio 530/480, 1 h. inhibition, % at 20 µM. 220,000 compounds, 0.46% hits. AID 1496;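 active = inhibition over about 50% at 20 µM in the single-dose screen, limit read from the data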;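 also: 0% = DMSO wells and 100% = excess unlabeled CBFb competitor control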
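test system = Cerulean-Runt domain fusion protein, energy donor | probe or stimulus = Venus-CBFb binding partner, 100 nM | incubation = two 1 h room-temperature incubations shielded from light | detection = fluorescence energy transfer, 422 nm excitation, 530/480 nm emission | measure = loss of energy transfer signal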
* = called active by the depositor; x = not tested or not shown. These rows are one share of the data. The share of hits here may be higher or lower than overall.

SMILES | MDM2 E3 inh | Runt-SMMHC FRET | Runt-CBFb FRET
COC(=O)c1cc(COc2cc(C)cc3oc(=O)c4c(c23)CCC4)c(C)o1 | x | 3.8 | 2.5
CCCCCCn1c(=O)c(C(=O)Nc2ccncc2)c(O)c2ccccc21 | x | 5.2 | -1.4
CCCCCn1c(=O)c(C(=O)Nc2ccncc2)c(O)c2ccccc21 | x | 5.3 | 0.8
O=C(c1ccc2nc(-c3ccco3)c(-c3ccco3)nc2c1)N1CCC2(CC1)OCCO2 | -4.8 | -29.0 | 0.5

Three entries already listed, ordered by number of heavy atoms, falling:
SMILES | MDM2 E3 inh | Runt-SMMHC FRET | Runt-CBFb FRET
O=C(c1ccc2nc(-c3ccco3)c(-c3ccco3)nc2c1)N1CCC2(CC1)OCCO2 | -4.8 | -29.0 | 0.5
CCCCCCn1c(=O)c(C(=O)Nc2ccncc2)c(O)c2ccccc21 | x | 5.2 | -1.4
CCCCCn1c(=O)c(C(=O)Nc2ccncc2)c(O)c2ccccc21 | x | 5.3 | 0.8

Record cards, as listed above:
`COC(=O)c1cc(COc2cc(C)cc3oc(=O)c4c(c23)CCC4)c(C)o1` is listed with MDM2 E3 inh = x; Runt-SMMHC FRET = 3.8; Runt-CBFb FRET = 2.5
`CCCCCCn1c(=O)c(C(=O)Nc2ccncc2)c(O)c2ccccc21` is listed with MDM2 E3 inh = x; Runt-SMMHC FRET = 5.2; Runt-CBFb FRET = -1.4
